Source: PubChem (several laboratories)
TNAP activation fold: human TNAP enzyme activators, primary screen, biochemical, luminescent, no phosphate acceptor, uHTS (AID 1001). purified TNAP, luminescent activation assay, no phosphate acceptor; higher activation fold means a stronger effect. activation fold at 20 µM, or EC50 in µM where a hit was titrated. 200,000 compounds, 0.03% hits; in the data active = activation fold from about 3, or a potency from the dose series; inactive = the rest, 99 in 100 with activation fold below about 1.6; also: many of its hits are not listed in these tables
T cell HTS: modulators of CD8 T cell-vesicle binding, primary screen, mouse 2C CD8+ T cells, flow cytometry. 330,000 compounds, 0.068% hits. 2C CD8+ T cell-vesicle binding; stronger effect = lower value. calls only at 7 µM;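 active = response, share of CD8 T cells binding vesicles, and their 90th percentile fluorescence all below set limits, cut at about 80% in these data, passing the limit was not always enough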
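System: murine 2C transgenic CD8+ T lymphocytes; also added: QL9-loaded Drosophila micro-vesicles; times: binding 1.5 h at 37 °C; measured by: flow cytometry, PE anti-B7-1 (FL2) versus Alexa647 anti-CD8 (FL8), PFA-fixed; control set: Peptide-free naked vesicles (low) and QL9 vesicles with 0.7% DMSO vehicle (high)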
K1F lysis inhibition: inhibition of K1F phage lysis, E. coli UTI89, bacterial capsule biogenesis inhibitors, alamar blue (AID 488966). E. coli UTI89 K1F phage lysis, alamar blue, 2 h; higher % means a stronger effect. 340,000 compounds, 0.02% hits. inhibition, % at 100 µM, or IC50 in µM where a hit was titrated;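 active = phage lysis inhibition, versus mean bacterial control, above a set limit; inconclusive = no clear call, values can overlap the other calls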;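 also: capsule biogenesis inhibitors block K1F phage lysis so surviving cells raise fluorescence; higher fluorescence means more inhibition of phage lysis; actives were called in the ten point dose series up to 300 µM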
PMI inhibitors: inhibitors of human PMI, primary screen, biochemical, fluorescence intensity, coupled assay (AID 1209); inhibition, % at 20 µM; hits with a dose series show IC50 in µM; Mannose-6-phosphate isomerase (Homo sapiens); 190,000 compounds, 0.42% hits; purified PMI enzyme, coupled fluorescence intensity; higher % means a stronger effect;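 also: plate controls were DMSO vehicle for no effect and wells lacking substrate for full effect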
M17LAP inhibition: P. falciparum M17LAP inhibitors, primary screen, biochemical, fluorogenic H-Leu-NHMec substrate, 1536-well (AID 1619); Leucine aminopeptidase (Plasmodium falciparum (isolate 3D7)); recombinant M17LAP, H-Leu-NHMec fluorogenic kinetic assay; higher % means a stronger effect; inhibition, % at 30 µM, or IC50 in µM where a hit was titrated; 220,000 compounds, 0.38% hits;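 active = compound inhibiting the enzyme by more than half at any dose during confirmatory dose-response retesting; inconclusive = strong single-dose inhibitors picked by rank but not retested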;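 also: plate controls were full reaction with DMSO carrier for no effect and no enzyme background for full effect; strong numbers were not always called active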
RSV antiviral HEp-2: RSV antiviral activity via CPE protection, HEp-2 cells, primary 10 µM value included (AID 2391); HEp-2 cells, RSV-induced CPE inhibition; higher % means a stronger effect; CPE inhibition, % at 10 µM; hits with a dose series show IC50 in µM; 310,000 compounds, 0.13% hits; in the data active = a potency from the dose series; inconclusive = CPE inhibition mostly from about 23% at the one dose, without a potency; inactive = the rest, 99 in 100 with CPE inhibition below about 21%; also: strong numbers were not always called active
West Nile virus CPE: West Nile virus antiviral activity, cell-based, CPE readout (AID 1621) | West Nile virus-infected cells, CPE inhibition; higher % means a stronger effect | CPE inhibition, % at 10 µM, or IC50 in µM where a hit was titrated | 290,000 compounds, 0.02% hits; in the data active = a potency from the dose series; inconclusive = CPE inhibition mostly from about 3.7% at the one dose, without a potency; inactive = the rest, 99 in 100 with CPE inhibition below about 2.2%; also: strong numbers were not always called active
P. falciparum M1AAP: P. falciparum M1AAP inhibitors, biochemical, fluorogenic H-Leu-NHMec substrate, 1536-well (AID 1445); recombinant M1AAP, H-Leu-NHMec fluorogenic kinetic assay; higher % means a stronger effect; 220,000 compounds, 0.42% hits; one-dose inhibition, % at 30 µM; IC50 in µM for titrated hits; Aminopeptidase N (Plasmodium falciparum (isolate 3D7));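 active = primary inhibition above the hit cutoff, then over 50% inhibition at one or more dose response concentrations, cut at about 23% in these data, passing the limit was not always enough; inconclusive = conflicting primary data, or primary hits not chosen for dose response; inactive = low primary inhibition, or under 50% at every dose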;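 also: plate controls were DMSO full reaction for no effect and no enzyme background for full effect; strong numbers were not always called active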
PMI inhibition: human PMI inhibitors, high substrate, primary screen, biochemical, fluorescence intensity, high mannose 6-phosphate (AID 1220); Mannose-6-phosphate isomerase (Homo sapiens); recombinant PMI enzyme, coupled fluorescence intensity; higher % means a stronger effect; one-dose inhibition, % at 20 µM; IC50 in µM for titrated hits; 190,000 compounds, 0.66% hits
T cell HTS vesicle-bound %: second read-out of T cell HTS, no call of its own (marks repeat the call); double positive events, %; measured here: CD8+ vesicle-bound cell fraction;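 binding gate set so that unloaded-vesicle control wells show 10% double positive cells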
* = called active by the depositor; i = inactive; ? = inconclusive; nt = no result given; [ ] = remark or other dose. Rule as the data show it, unless noted: active = inhibition above about 50%; inactive = the rest. Compounds were not picked by outcome; any-hit rate near 1.5%.

The first three records, ahead of the listing:
cpd	SMILES	T cell HTS vesicle-bound %	RSV antiviral HEp-2	M17LAP inhibition	PMI inhibition	T cell HTS
1	CCn1c(SC(C)C)nnc1-c1c[nH]c2ccccc12	43	5.3%	5%	1%	i
2	O=C(Nc1cccnc1)C(Cc1ccccc1)n1cccc1 (stereo not drawn)	16	2.1%	14%	1%	i
3	COc1ccccc1/C=C\C(=O)NCC(=O)N/N=C/c1cccc(OC)c1O	8	7.1%	nt	nt	i

cpd	K1F lysis inhibition	PMI inhibitors	TNAP activation fold	West Nile virus CPE	P. falciparum M1AAP
1	1.2%	6%	1.1	-0.2%	6%
2	1.0%	-6%	0.8	-0.1%	6%
3	-1.8%	nt	nt	-0.7%	nt

Main list, from the first entry:
cpd	SMILES	T cell HTS vesicle-bound %	RSV antiviral HEp-2	M17LAP inhibition	PMI inhibition	T cell HTS
1	CCn1c(SC(C)C)nnc1-c1c[nH]c2ccccc12	43	5.3%	5%	1%	i
2	O=C(Nc1cccnc1)C(Cc1ccccc1)n1cccc1 (stereo not drawn)	16	2.1%	14%	1%	i
3	COc1ccccc1/C=C\C(=O)NCC(=O)N/N=C/c1cccc(OC)c1O	8	7.1%	nt	nt	i
4	O=C(Nc1ccccc1-c1nc2ccccc2s1)c1ccc(Br)o1	nt	2.9%	10%	2%	nt
5	Cc1ccccc1Nc1nc(N)nc(COC(=O)c2ccccc2)n1	44	5.5%	-3%	16%	i
6	c1ccc2c(C[n+]3csc4ccccc43)cccc2c1	36	-0.7%	-5%	-88%	i
7	O=C(CNC(=O)c1ccc(Br)cc1)OCC(=O)c1ccccc1	65	1.3%	nt	nt	i
8	COC(Cc1ccccc1N1CCCC1=O)OC	16	0.4%	nt	nt	i

cpd	K1F lysis inhibition	PMI inhibitors	TNAP activation fold	West Nile virus CPE	P. falciparum M1AAP
1	1.2%	6%	1.1	-0.2%	6%
2	1.0%	-6%	0.8	-0.1%	6%
3	-1.8%	nt	nt	-0.7%	nt
4	3.7%	3%	1.2	1.3%	12%
5	0.7%	24%	1.1	-0.9%	3%
6	3.3%	-14%	0.9	nt	5%
7	1.4%[50 µM]	nt	nt	0.6%	nt
8	0.3%	nt	nt	0.0%	nt

The list goes on:
cpd	SMILES	T cell HTS vesicle-bound %	RSV antiviral HEp-2	M17LAP inhibition	PMI inhibition	T cell HTS
9	COc1cccc(C2C(C(C)=O)=C(O)C(=O)N2Cc2ccco2)c1 (stereo not drawn)	9	1.6%	21%	0%	i
10	CCOC(=O)NC(=O)CSc1nnnn1-c1ccccc1	8	-0.1%	1%	5%	i
11	CNNC(=S)Nc1cccc(SC)c1	21	nt	11%	nt	i
12	O=C(NCc1cccs1)C1CCN(S(=O)(=O)N2CCCC2)CC1	38	0.1%	2%	-11%	i
13	Cc1cc(Cl)ccc1OCCCC(=O)N1CCOCC1	29	2.0%	1%	-6%	i
14	CCN1CCN(CC(O)COC(c2ccccc2)c2ccccc2C)CC1 (stereo not drawn)	59	-2.6%	nt	nt	i
15	O=C(COc1ccccc1)NCCn1ccc2ccccc21	29	2.4%	19%	4%	i
16	O=C(NC1CCCCC1)c1ccc(S(=O)(=O)c2ccccc2Cl)c([N+](=O)[O-])c1	49	9.3%	2%	14%	i

cpd	K1F lysis inhibition	PMI inhibitors	TNAP activation fold	West Nile virus CPE	P. falciparum M1AAP
9	1.9%	1%	1	-0.1%	2%
10	2.6%	7%	1.1	-0.4%	-1%
11	1.2%	nt	nt	-0.1%	-3%
12	1.8%	-10%	1.1	0.2%	4%
13	0.3%	-16%	1	-0.7%	6%
14	-0.1%	nt	nt	0.8%	nt
15	0.3%	-7%	1.1	-0.3%	4%
16	nt	7%	1	-1.4%	6%

Next section
cpd	SMILES	T cell HTS vesicle-bound %	RSV antiviral HEp-2	M17LAP inhibition	PMI inhibition	T cell HTS
17	COc1ccc(CCNC(=O)C2CCN(Cc3nc(-c4ccccc4F)oc3C)CC2)cc1OC	35	-1.2%	3%	-3%	i
18	Cc1coc2c(C)c3oc(=O)c(CCC(=O)NCCCN4CCCC4=O)c(C)c3cc12	41	2.7%	nt	nt	i
19	CC(Nc1nc(-c2ccccc2O)nc2ccccc12)c1ccccc1 (stereo not drawn)	46	?	1%	nt	i
20	S=C1NCCc2ccc(Cl)cc2C1c1ccccc1 (stereo not drawn)	63	9.1%	5%	5%	i
21	N#Cc1c(-c2ccc(Cl)cc2)ccnc1N1CCOCC1	26	13%	-11%	-5%	i
22	Cc1cc(C)c2nc(-c3ccccn3)cc(C(=O)N3CCCC3)c2c1	58	2.5%	nt	nt	i
23	NC(=O)C1CCN(C(=O)Cc2ccc([N+](=O)[O-])cc2)CC1	35	2.1%	15%	0%	i
24	Cc1ccc(-c2nc(C(=O)NC3CCCCCC3)no2)cc1	34	0.5%	nt	nt	i

cpd	K1F lysis inhibition	PMI inhibitors	TNAP activation fold	West Nile virus CPE	P. falciparum M1AAP
17	-3.2%	3%	1.2	-1.6%	19%
18	0.1%	nt	nt	-0.8%	nt
19	0.3%	nt	nt	-0.6%	6%
20	i	7%	0.9	0.1%	3%
21	0.1%	0%	1.1	0.8%	2%
22	0.0%	nt	nt	-0.8%	nt
23	-0.4%	-3%	1.1	-0.3%	0%
24	11%	nt	nt	-0.1%	nt

Next part
cpd	SMILES	T cell HTS vesicle-bound %	RSV antiviral HEp-2	M17LAP inhibition	PMI inhibition	T cell HTS
25	Cc1ccc(S(=O)(=O)NC2c3cccc4cccc(c34)C2Sc2ncccn2)cc1 (stereo not drawn)	27	2.5%	-5%	5%	i
26	Nn1c(SCc2ccccn2)nncc1=O	50	-0.6%	0%	-2%	i
27	CCN1CCN(C(=S)NCC2CCCO2)CC1 (stereo not drawn)	36	-0.5%	-3%	5%	i
28	Cc1cc(Cl)c2oc(C(=O)NC3CCC(O)CC3)c(C)c2c1 (stereo not drawn)	6	6.0%	nt	nt	i
29	Cc1nn(-c2ccc(N3CCOCC3)nn2)c(C)c1CCC(=O)NCc1ccccc1	9	0.7%	nt	nt	i
30	COc1ccc(Cl)cc1C(=O)NC1=NCCS1	37	-1.5%	nt	nt	i
31	CCn1cc(CNC(=O)CCc2nnc(CCC3CCCCC3)o2)cn1	60	0.1%	4%	nt	i
32	c1ccc(-c2cnc(CSc3nnc4ccccn34)o2)cc1	30	1.4%	-6%	2%	i

cpd	K1F lysis inhibition	PMI inhibitors	TNAP activation fold	West Nile virus CPE	P. falciparum M1AAP
25	1.0%	11%	1.1	-1.3%	0%
26	0.5%	0%	1	-0.1%	1%
27	-0.4%	3%	1	0.8%	7%
28	0.3%	nt	nt	0.8%	nt
29	0.3%	nt	nt	-0.2%	nt
30	0.1%	nt	nt	-0.1%	nt
31	0.2%	nt	1	-0.2%	-3%
32	0.0%	10%	1.1	0.0%	3%

More results follow:
cpd	SMILES	T cell HTS vesicle-bound %	RSV antiviral HEp-2	M17LAP inhibition	PMI inhibition	T cell HTS
33	N#Cc1c(-n2ccnc2)cccc1-n1ccnc1	26	3.3%	13%	6%	i
34	CCOc1ccc2c(c1)c(N=NC(=N)N)c(O)n2C	44	3.1%	31%	1%	i
35	CC(=O)OCCSc1c(-c2ccccc2)c2cc(Cl)ccc2[nH]c1=O	36	17%	-5%	11%	i
36	COc1cccc(C(=O)N2CCN(CCCc3ccccc3)CC2)c1OC	27	0.2%	16%	12%	i
37	N#Cc1cc(-c2ccccc2)nnc1Sc1ccc(Cl)cc1	59	2.0%	11%	-6%	i
38	CCCCC(=O)Nc1nnc(SCC(=O)NC2CC2)s1	22	0.8%	nt	nt	i
39	O=C(NCCCn1ccnc1)C(=O)NCC1OCCN1S(=O)(=O)c1ccc(Br)cc1 (stereo not drawn)	23	2.8%	10%	-6%	i
40	O=C(CN1C(=O)/C(=C\c2cccc(Br)c2)Oc2ccccc21)NCCCN1CCOCC1	14	-2.0%	nt	nt	i

cpd	K1F lysis inhibition	PMI inhibitors	TNAP activation fold	West Nile virus CPE	P. falciparum M1AAP
33	1.0%	6%	1.1	0.2%	5%
34	2.9%	8%	1	-0.1%	12%
35	-4.0%	16%	0.9	3.1%	20%
36	2.2%	20%	1	-0.3%	5%
37	0.5%	-7%	1.1	-0.5%	11%
38	0.7%	nt	nt	-0.5%	nt
39	0.0%	-6%	1	nt	3%
40	1.2%	nt	nt	-0.2%	nt

The list continues.
cpd	SMILES	T cell HTS vesicle-bound %	RSV antiviral HEp-2	M17LAP inhibition	PMI inhibition	T cell HTS
41	Cc1ccc(C)c(C(=O)COC(=O)CN2C(=O)C3C4C=CC(C4)C3C2=O)c1 (stereo not drawn)	28	1.6%	nt	nt	i
42	Cc1cc(C)nc(SCC(=O)Nc2cccc(S(=O)(=O)N(C)C)c2)n1	20	8.8%	-4%	-3%	i
43	Cc1snc(SCc2ccc(F)cc2)c1C#N	42	2.7%	nt	nt	i
44	O=C(COc1ncnc2ccccc12)Nc1cc([N+](=O)[O-])ccc1Cl	40	1.2%	27%	-2%	i
45	Brc1ccc(-c2csc(/N=C/N3CCCC3)n2)cc1	66	14%	-1%	12%	i
46	COc1cc(/C=C2/C(=N)N3C(c4ccccc4)=CSC3=NC2=O)ccc1OCC(=O)O	33	0.5%	13%	nt	i
47	CC(=O)NN=C1CCC(c2ccccc2)CC1 (stereo not drawn)	40	1.9%	8%	-5%	i
48	Cc1cccc(C)c1OCc1nc2ccccc2c(=O)n1/N=C/c1ccc(OCC(=O)O)cc1	5	3.8%	40%	-16%	i

cpd	K1F lysis inhibition	PMI inhibitors	TNAP activation fold	West Nile virus CPE	P. falciparum M1AAP
41	-0.1%	nt	nt	-0.4%	nt
42	0.2%	-7%	1.1	-0.1%	-2%
43	0.1%	nt	nt	0.7%	nt
44	0.7%	-7%	1	0.3%	12%
45	-0.7%	11%	1	-0.4%	5%
46	-0.1%	nt	nt	0.1%	8%
47	4.7%	-5%	1	-0.2%	2%
48	1.6%	-21%	1.1	-0.3%	<1µM*
